GIRK2 act – Activators of human GIRK2-containing channels. P48051. HEK293 GIRK2/NPY4 cells, thallium flux fluorescence. activation (% efficacy), % for hits at 37.5 µM. 34,000 tested, under 10 active. AID 1259324;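 active = primary screen hit, no activity in plain HEK293 cells, and in GIRK2-only cells above 5% efficacy rising with concentration; inactive = the rest, including fluorescent compounds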;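 also: efficacy is normalized control-subtracted fluorescence 15 s after thallium addition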
Target sequence (P48051 whole entry, looked up): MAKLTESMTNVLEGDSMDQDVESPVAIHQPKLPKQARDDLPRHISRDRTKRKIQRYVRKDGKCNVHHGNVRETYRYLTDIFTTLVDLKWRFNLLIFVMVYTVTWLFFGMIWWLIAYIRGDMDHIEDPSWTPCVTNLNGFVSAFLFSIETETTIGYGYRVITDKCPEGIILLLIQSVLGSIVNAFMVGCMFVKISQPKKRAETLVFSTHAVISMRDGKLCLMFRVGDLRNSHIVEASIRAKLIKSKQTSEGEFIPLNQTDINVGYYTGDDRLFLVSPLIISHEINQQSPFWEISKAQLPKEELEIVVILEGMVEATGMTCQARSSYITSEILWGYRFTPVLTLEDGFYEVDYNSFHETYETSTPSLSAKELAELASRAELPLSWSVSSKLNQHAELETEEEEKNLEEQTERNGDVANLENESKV
Calls only; i = inactive. A portion of the library (hit frequency here may not be typical).

molecule | GIRK2 act
Cc1noc(C)c1S(=O)(=O)N1CCC(c2nnc(C(C)C)o2)CC1 | i
CCN(CC)CCN(C(=O)c1ccnn1C)c1nc2ccc(OC)cc2s1 | i
O=C(Nc1ccccc1NC(=O)C1CC1)c1cccs1 | i
O=C(CS(=O)(=O)c1ccc(Cl)s1)N1CCN(c2ccc(F)cc2)CC1 | i
COc1ccc(CC(=O)Nc2ccc(N3CCCC3=O)c(C)c2)cc1 | i
O=C(COc1ccccc1F)Nc1cccc(N2CCCC2=O)c1 | i
O=S(=O)(Cc1ccccc1)NCC(O)c1ccsc1 (configuration not stated) | i
O=C(c1ccc(=O)n(Cc2ccc(F)cc2)n1)N1CCCC1 | i
CCOc1ccc(NC(=O)C2CC(=O)N(c3cc(OC)ccc3OC)C2)cc1 (configuration not stated) | i
CC(CN1CCN(c2ccccn2)CC1)C(=O)O (configuration not stated) | i
COc1cccc(C(=O)NCC#CCOc2cccc(C(F)(F)F)c2)c1OC | i
O=C1CCC(C(=O)Nc2nc(CC(=O)N3CCN(c4ccccc4)CC3)cs2)N1 (configuration not stated) | i
O=C(c1ncccn1)N1CCN(c2cc(-n3ccnc3)ncn2)CC1 | i
CCCCOc1ccc(C(=O)N2c3ccccc3CC2C(=O)NCC)cc1 (configuration not stated) | i
CC(=O)c1cccc(NS(=O)(=O)c2ccc(Oc3ccccc3Cl)cc2)c1 | i
CC(C)N(CCSc1ccc(NC(=O)C2CC2)nn1)C(C)C | i
COC(=O)Nc1nc(CC(=O)Nc2ccc(C(N)=O)cc2)cs1 | i
CN1C(=O)C(C)(C)COc2cc(NC(=O)C34CC5CC(CC(C5)C3)C4)ccc21 | i
O=[N+]([O-])c1cccc(-c2csc(-c3ccccn3)n2)c1 | i
CCCCN(CC)S(=O)(=O)c1ccc(C(=O)Nc2cc(C)nn2C(C)C)cc1 | i
COc1ccc(CCS(=O)(=O)NCC(C)(O)CCSC)cc1 (configuration not stated) | i
O=C(CSc1nc(=O)n(CC2CCCO2)c2c1CCC2)Nc1cccc([N+](=O)[O-])c1 (configuration not stated) | i
O=c1nc(SCc2cccc3ccccc23)c2c(n1CCCO)CCCC2 | i
O=C(Cn1c(-c2cnccn2)nc2ccccc21)NCCCc1ccccc1 | i
Cc1ccc(NC(=O)Cc2cc(-c3ccc(F)cc3)on2)cc1Cl | i
COCCCn1c(C(=O)NCc2ccc(C)cc2)cc2c(=O)n(C)c(=O)n(C)c21 | i
Cc1ccc(NC(=O)CN2CCC(c3nnc(C(C)C)o3)CC2)cc1Cl | i
CC(C)Cn1cnc2c(nnn2C)c1=O | i
O=C(Cc1cc(-c2cccs2)on1)Nc1ccccn1 | i
Cc1ccc(NC(=O)c2ccc(=O)n(Cc3cccc(Cl)c3)c2)cc1C | i
COCCn1c(=NC(=O)CS(=O)(=O)c2ccc(OC)cc2)sc2cc(F)cc(F)c21 | i
CCCCS(=O)(=O)N1CCC(c2nnc(C(C)C)o2)CC1 | i
O=C(c1cnn2ccccc12)N1CCN(S(=O)(=O)c2ccccc2F)CC1 | i
O=C(O)C1(c2cccs2)CCCC1 | i
CCCCn1c2c(c(=O)[nH]c1=O)C(c1cccc(O)c1)NC(=O)N2 (configuration not stated) | i
CCOc1ccc(-c2cc(=O)n(CC(=O)Nc3nc(C)cs3)cn2)cc1 | i
Cc1ccc(-c2nnc(CN3CCN(C)CC3)o2)cc1 | i
O=S(=O)(NCCC(O)c1cccs1)C1CC1 (configuration not stated) | i
COc1ccc2nc(-c3cccc(NS(=O)(=O)c4cccc(Cl)c4Cl)c3)cn2n1 | i
O=C(Cc1ccc(Br)cc1)NCCOc1ccc(F)cc1 | i
O=C(Nc1cccc(N2CCCC2=O)c1)Oc1ccccc1 | i
CC(=O)Nc1ccc(C(=O)NCCCn2cccc2)cc1 | i
O=C(NCC(F)(F)F)C1CCN(C(=O)CCSc2ccccc2)CC1 | i
COc1cccc2cc(C(=O)NCC3(O)CCOCC3)oc12 | i
CCOC(=O)N1CCN(CC(O)COc2ccc(Cl)cc2)CC1 (configuration not stated) | i
CCc1ccc(Oc2cc(N3CCC(C(=O)NCC4CC4)CC3)ncn2)cc1 | i
COc1ccc(S(=O)(=O)Nc2nc(C(=O)NCc3ccc4c(c3)OCO4)cs2)cc1 | i
O=C(CSc1nccnc1N1CCSCC1)Nc1cc(Cl)ccc1Cl | i
Cc1cc(C)c2sc(N3CCN(C(=O)C4CCCN(S(C)(=O)=O)C4)CC3)nc2c1 (configuration not stated) | i
Cc1ccccc1NC(=O)CN1CCC(c2nnc(-c3ccc(F)cc3)o2)CC1 | i

(list continues)
molecule | GIRK2 act
COc1cn(CC(=O)Nc2ccccc2C(F)(F)F)c(CSc2ncccn2)cc1=O | i
Cc1ccc(-n2ncc3c(=O)n(NC(=O)CCC4CCCC4)cnc32)cc1 | i
CC1CN(c2nc3c(c(=O)n(C)c(=O)n3C)n2CC(=O)O)CC(C)O1 (configuration not stated) | i
CC(C)C(=O)N1CCCc2cc(NC(=O)c3cccc(F)c3)ccc21 | i
O=C(c1ccc(Br)o1)N(C(=O)N1CCCCC1)c1cccc(Cl)c1 | i
Cc1ccc(-c2cc3c(=O)n(Cc4nc(-c5ccc6c(c5)OCO6)no4)ccn3n2)cc1 | i
Cc1c(Cl)cccc1NC(=O)C(=O)NCC(c1cccc2ccccc12)N(C)C (configuration not stated) | i
COc1ccc(NC(=O)C2(c3ccc(F)cc3)CC2)cc1 | i
COc1ccc(CCNC(=O)c2cccc3c4c([nH]c23)CCCC4)cc1 | i
CCOC(=O)CCC(=O)N1CCN(c2ncnc3c2nnn3C)CC1 | i
O=C(Nc1ccc(CC(=O)N2CCC(O)CC2)cc1)Nc1ccccc1Cl | i
CCCNC(=O)Cn1nc2c(c1NC(=O)Cc1cccc3ccccc13)CSC2 | i
Cc1ccc(OCCn2c(C(C)NC(=O)c3ccco3)nc3ccccc32)cc1 (configuration not stated) | i
CCn1nnc2c(N3CCc4cc(OC)c(OC)cc4C3C)ncnc21 (configuration not stated) | i
CC(C)c1nnc(C2CCN(C(=O)NCc3ccccc3)CC2)o1 | i
O=C(Nc1ccccc1C(F)(F)F)c1ccc(=O)n(Cc2ccccc2)c1 | i
CCC(=O)Nc1ccc(SCC(=O)Nc2nc3ccc(C)cc3s2)nn1 | i
COc1ccc(S(=O)(=O)CC(=O)Nc2nc3ccc4sc(C)nc4c3s2)cc1 | i
COc1cccc(CCNC(=O)c2csc(NS(=O)(=O)c3cccs3)n2)c1 | i
Cc1ccc2c(=O)c(-c3nc(-c4ccccc4C)no3)cn(CC(=O)NCCCc3ccccc3)c2n1 | i
CCOC(=O)C1CCN(C(=O)c2cccc(-n3ccc4ccccc43)c2)CC1 | i
CC(C)n1c(=O)c2nscc2n(CC(=O)NCc2ccc(Cl)cc2)c1=O | i
COC(=O)c1ccc2c(=O)n(Cc3ccc(C(=O)NC4CCCC(C)C4C)cc3)c(=S)[nH]c2c1 (configuration not stated) | i
COc1ccc(N2CCN(C(=O)c3ccc(S(=O)(=O)N4CCCC4)cc3)CC2)nn1 | i
COc1ccccc1CNC(=O)c1n[nH]nc1Nc1ccccc1 | i
O=C(Cn1cnc(-c2cccs2)cc1=O)NCc1ccco1 | i
Cc1ccc(-n2nnnc2SCC(=O)N2CCOCC2)cc1Cl | i
O=C(NCCN1CCN(C(=O)C2c3ccccc3Oc3ccccc32)CC1)c1ccsc1 | i
CC(C)C(=O)Nc1ccc(SCC(=O)Nc2ccc(C(C)C)cc2)nn1 | i
O=C(N1CCOC(c2ccc(C(F)(F)F)cc2)C1)C1(c2cccs2)CCCC1 (configuration not stated) | i

Taken from the results shown for reference:
molecule | GIRK2 act
O=C(Cn1cnc(-c2cccs2)cc1=O)NCc1ccco1 | i
Cc1ccc(-n2nnnc2SCC(=O)N2CCOCC2)cc1Cl | i
O=C(NCCN1CCN(C(=O)C2c3ccccc3Oc3ccccc32)CC1)c1ccsc1 | i
CC(C)C(=O)Nc1ccc(SCC(=O)Nc2ccc(C(C)C)cc2)nn1 | i
O=C(N1CCOC(c2ccc(C(F)(F)F)cc2)C1)C1(c2cccs2)CCCC1 (configuration not stated) | i

Next entries.
molecule | GIRK2 act
O=C(Nc1nccs1)C1CCN(C(=O)CSc2nc3ccccc3s2)CC1 | i
O=C(CS(=O)(=O)Cc1ccccc1)Nc1nc(-c2ccccn2)cs1 | i
CSc1ccccc1CN1CCC(CNC(=O)c2cccc(N(C)C)c2)CC1 | i
O=C(NCCN1CCC(c2cccs2)CC1)C(=O)Nc1ccc(F)c(Cl)c1 | i
COc1ccc(C)cc1NC(=O)C(=O)NCCCN1CCCC1=O | i
CCOC(=O)N1CCC(NC(=O)CCc2csc(NC(=O)c3ccc(F)cc3)n2)CC1 | i
COc1ccc(C)cc1NC(=O)CC1=NS(=O)(=O)c2ccccc2N1 | i
Cc1ccc(-c2ccc(OCCNC(=O)Cc3ccc(Cl)cc3)nn2)cc1 | i
CCOC(=O)c1cnc2c(-c3ccccc3)c(C)nn2c1N | i
O=C(NCCc1ccc(Cl)cc1)c1nc(-c2cnccn2)no1 | i
CCOc1ccc(-n2nnnc2CN2CCN(S(=O)(=O)Cc3ccccc3)CC2)cc1 | i
CC1CN(c2ncnc3c2cnn3CCNC(=O)c2cccc(Cl)c2)CC(C)O1 (configuration not stated) | i
O=C(Nc1ccc2c(c1)OCO2)Nc1ccc2c(c1)C(=O)N1CCCCC1CCO2 (configuration not stated) | i
O=C(c1ccc(Cl)s1)N1CCCSCC1CN1CCOCC1 (configuration not stated) | i
COc1ccc(C)cc1S(=O)(=O)NCC(c1ccc(F)cc1)N1CCN(C)CC1 (configuration not stated) | i
O=C(NCC1CCCO1)c1csc(Nc2cccc(Cl)c2)n1 (configuration not stated) | i
CCOC(=O)Cc1csc(NC(=O)CSc2ccc(NC(=O)C(C)C)nn2)n1 | i
COc1ccc(S(=O)(=O)CC(=O)Nc2ccc(Br)cc2)cc1 | i
COc1ccc(CCNC(=O)Cn2cnc(-c3ccccc3)cc2=O)cc1OC | i
COc1ccc(Cn2c(=O)oc3ccc(Cl)cc32)cc1 | i
O=C(c1nc2ccccc2s1)N1CCC(c2nnc(-c3ccco3)s2)CC1 | i
CC1CN(CC(O)COCc2ccc(Cl)cc2)CC(C)O1 (configuration not stated) | i
COc1cc2ccccc2cc1C(=O)Nc1cc(C)nn1C(C)C | i
COc1ccc(S(=O)(=O)Nc2ccc(-n3nnn(CC(N)=O)c3=O)cc2)cc1OC | i
O=C(NCc1ccc2c(c1)OCO2)c1csc(NS(=O)(=O)c2cccs2)n1 | i
CCOC(=O)Cn1c(=NC(=O)c2cc(C)nn2CC)sc2cc(S(N)(=O)=O)ccc21 | i
Cn1c(=O)c2c(nc(NCCCN3CCOCC3)n2Cc2ccc(Cl)cc2)n(C)c1=O | i
COC(=O)c1ccsc1NC(=O)c1cccc(S(=O)(=O)C(C)C)c1 | i
COc1ccc(S(=O)(=O)NCC(c2ccc(C)cc2)N2CCN(C)CC2)cc1 (configuration not stated) | i
CCOC(=O)C1CCN(C(=O)CCc2c(C)nn(-c3nc(C)cc(=O)[nH]3)c2C)CC1 | i
COC(=O)c1cc(Br)ccc1NC(=O)c1ccccc1Cl | i
Cc1ccc(-c2cc(CC(=O)NCCc3ccc(S(N)(=O)=O)cc3)no2)cc1 | i
COc1ccc(CCNC(=O)c2ccc(=O)[nH]n2)cc1OC | i
NC(=O)C1CCN(C(=O)CCc2csc(NS(=O)(=O)c3ccccc3)n2)CC1 | i
O=C(NC1CCCC1)c1coc(NC(=O)c2ccco2)n1 | i
O=C(C1CCN(c2ccc(-c3ccccc3)nn2)CC1)N1CCN(c2ccc(C(F)(F)F)cn2)CC1 | i
COc1cc(C(=O)Nc2nnc(-c3cccc(SC)c3)o2)cc(OC)c1OC | i
COCCNC(=O)NCCS(=O)(=O)N1CCN(c2cccc(C)c2)CC1 | i
COc1ccc(Br)c(C(=O)Nc2ccc(CC(=O)N3CCC(O)CC3)cc2)c1 | i
CN(C1CCCCC1)S(=O)(=O)c1ccc(C(=O)Nc2ccc3scnc3c2)cc1 | i
Cn1nc(NC(=O)c2ccc(F)cc2Cl)c2c1NC(=O)CC2c1ccco1 (configuration not stated) | i
COc1ccc(Cl)cc1NC(=O)Nc1ccc2c(c1)N(C(=O)C(C)C)CCC2 | i
CCn1ccc(C(=O)N(Cc2cccnc2)c2nc3c(C(C)C)cccc3s2)n1 | i
Cc1ccc(NCCNS(C)(=O)=O)nn1 | i
COC(=O)Nc1nc(CC(=O)Nc2ccccc2SC)cs1 | i
O=C(Nc1ccc(F)cc1)N1CCC(CNS(=O)(=O)c2ccccc2)CC1 | i
CSc1cccc(NC(=O)C(=O)NCC(c2cccc3ccccc23)N(C)C)c1 (configuration not stated) | i
CN(C)C(CNC(=O)NCc1ccc(F)cc1)c1ccccc1Cl (configuration not stated) | i
CCOc1ccccc1NC(=O)CCCn1nc(-c2ccc(F)cc2)ccc1=O | i
COc1ccc(CCNC(=O)CCc2sc(C)nc2-c2cccs2)cc1 | i
COCCNC(=O)NCC#CCN1CCc2ccccc2C1 | i
COc1nn(C)cc1-c1nnc(SCc2cccc(C(F)(F)F)c2)n1C | i

Pulled one by one from the entries so far:
molecule | GIRK2 act
Cn1nc(NC(=O)c2ccc(F)cc2Cl)c2c1NC(=O)CC2c1ccco1 (configuration not stated) | i
COC(=O)Nc1nc(CC(=O)Nc2ccccc2SC)cs1 | i
CN(C)C(CNC(=O)NCc1ccc(F)cc1)c1ccccc1Cl (configuration not stated) | i

Screening data as filed in PubChem.
